# TCR CD3 inh – inhibitors of human TCR-CD3 interaction, primary screen, biochemical, fluorescence, TAMRA-labeled TCR probe. inhibition, % at 9.4 µM. hit rate 0.37% among 360,000; in the data active = inhibition above about 19%;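 note: recombinant mutant TCR 2C K166C tagged with TAMRA read by polarization; 0% = receptor in buffer alone and 100% = receptor with positive control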
# MBD2 DNA inh – inhibitors of MBD2 binding to methylated DNA, primary screen, biochemical, TR-FRET, DNA-binding domain, human. Methyl-CpG-binding domain protein 2 (Homo sapiens), Q9UBB5. MBD2 binding to methylated oligonucleotide. inhibition, % at 4.4 µM. hit rate 0.31% among 370,000. AID 686964, 2013; in the data active = inhibition above about 13%
# PG9 binder – binders of HIV-1 gp120 antibody PG9, primary screen, biochemical, TR-FRET. HIV-1 gp120 / PG9 antibody interaction. TR-FRET gp120-PG9 antibody binding. inhibition, % at 6.7 µM. hit rate 0.43% among 360,000. AID 624416, 2012; in the data active = inhibition above about 8.5%
# LEDGF integ inh – blockers of LEDGF/p75-dependent integrase strand transfer – biochemical, TR-FRET, high throughput, primary screen; HIV-1 integrase (with human LEDGF/p75); inhibition, % at 3.7 µM; TR-FRET IN-LEDGF/p75 DNA integration, Eu/Cy5; hit rate 0.64% among 370,000;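 active = inhibition above the screen-wide mean plus 3 SD, cut at about 13% in these data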;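 note: signal is the Cy5 over europium emission ratio at 671 and 618 nm; 0% = plate median of compound wells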
# rCAG binder – binders of r(CAG) RNA repeats, primary screen, biochemical, fluorescence; r(CAG) RNA repeat, TO-PRO-1 dye displacement fluorescence; inhibition, % at 3 µM; hit rate 1.3% among 370,000;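 active = inhibition above the plate cutoff, the mean of all test compounds on that plate plus 3 SD, cut at about 35% in these data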;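 note: 0% = DMSO alone and 100% = 100 µM mitoxantrone as full dye displacement; higher means more dye released from RNA so lower well fluorescence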
# PRMT1 inh – PRMT1 methyltransferase inhibitors, primary screen, biochemical, fluorescence polarization. Protein arginine N-methyltransferase 1 (Homo sapiens), Q99873. recombinant PRMT1, activity-based probe fluorescence polarization. inhibition, % at 2.79 µM. hit rate 1.3% among 370,000;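 active = inhibition above about 21% made by adding two undisclosed values, limit read from the data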
# Target sequence (Q99873 whole entry, looked up): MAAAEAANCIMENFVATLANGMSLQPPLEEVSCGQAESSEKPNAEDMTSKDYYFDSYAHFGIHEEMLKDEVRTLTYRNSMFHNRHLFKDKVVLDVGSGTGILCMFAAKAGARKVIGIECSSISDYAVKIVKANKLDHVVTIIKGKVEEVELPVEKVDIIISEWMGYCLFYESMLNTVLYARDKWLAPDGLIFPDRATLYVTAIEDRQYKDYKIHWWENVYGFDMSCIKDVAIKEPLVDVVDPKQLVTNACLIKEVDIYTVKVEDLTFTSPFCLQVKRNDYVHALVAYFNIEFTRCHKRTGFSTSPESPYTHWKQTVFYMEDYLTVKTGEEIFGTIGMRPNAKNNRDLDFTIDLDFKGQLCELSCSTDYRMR
# HTRA1 inh – HTRA1 serine protease inhibitors, primary screen, biochemical, fluorescence polarization, HTS; Q92743; recombinant HTRA1, FP-rhodamine activity-based probe; inhibition, % at 5.96 µM; hit rate 0.5% among 340,000; AID 504803, 2011; in the data active = inhibition above about 36%;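 note: 0% = enzyme with DMSO and 100% = wells lacking enzyme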
# UHRF1 MBD2 ctr – UHRF1 methylated DNA binding inhibitors, primary screen, counter-screen for MBD2 inhibitor project, biochemical, TR-FRET, human UHRF1, single concentration. UHRF1 binding to methylated oligo. inhibition, % at 4.4 µM. hit rate 0.75% among 370,000. E3 ubiquitin-protein ligase UHRF1 (Homo sapiens), Q96T88. AID 687016, 2013; in the data active = inhibition above about 21%;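 note: UHRF1 SRA domain binding a hemimethylated CpG hairpin DNA probe; 0% = median of test compound wells and 100% = reference inhibitor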
# Rev-erbA mod – modulators of Rev-erb alpha DNA binding, primary screen, biochemical, FITC-DNA, fluorescence polarization, uHTS. activity, % at 10 µM. Rev-erbα–FITC-DNA binding, 90 min. Nuclear receptor subfamily 1 group D member 1 (Homo sapiens), P20393. hit rate 0.79% among 370,000;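 active = activity above about 14%, limit read from the data; passing the limit was not always enough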;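 note: 0% = DMSO wells with 35 nM protein and 100% = DMSO wells with 750 nM protein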
# mABHD4 FP – ABHD4 inhibitors, primary screen, biochemical, fluorescence polarization, mouse; purified mABHD4, FP-Rh probe fluorescence polarization; inhibition, % at 8.92 µM; hit rate 0.54% among 370,000; AID 720543, 2013;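 active = inhibition exceeding the mean over every tested compound plus 3 SD, cut at about 30% in these data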;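 note: 0% = plate median of compound wells and 100% = S159A mutant with DMSO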
# Target sequence (Q8VD66 whole entry, looked up): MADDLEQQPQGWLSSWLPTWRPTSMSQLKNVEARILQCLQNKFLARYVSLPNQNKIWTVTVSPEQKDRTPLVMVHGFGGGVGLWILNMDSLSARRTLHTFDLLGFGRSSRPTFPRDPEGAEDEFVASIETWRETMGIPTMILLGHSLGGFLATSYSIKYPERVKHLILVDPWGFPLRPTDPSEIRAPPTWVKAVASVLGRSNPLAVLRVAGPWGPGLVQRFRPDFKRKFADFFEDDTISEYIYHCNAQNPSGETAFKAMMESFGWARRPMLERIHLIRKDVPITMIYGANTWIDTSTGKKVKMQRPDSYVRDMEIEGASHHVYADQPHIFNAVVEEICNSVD
#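 Assay system: mABHD4 protein; medium: HEPES pH 7.0, NaCl, Pluronic buffer; dosing: 8.92 µM, single dose; schedule: 45 min + 60 min at 25 °C; signal: FP readout, ex 525 nm / em 598 nm; read-out: normalized percent inhibition of probe labeling; repeats: single replicate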
# The depositor's hits bear a star; x = not tested or not shown.
SMILES,TCR CD3 inh,MBD2 DNA inh,PG9 binder,LEDGF integ inh,rCAG binder,PRMT1 inh,HTRA1 inh,UHRF1 MBD2 ctr,Rev-erbA mod,mABHD4 FP
O=C1NC[C@@H](Cc2cccc3ccccc23)N(CCc2cc(C(F)(F)F)cc(C(F)(F)F)c2)C1=O,5,1,1.2,-3,-4,0,-53,-4,5,-7
Cc1ccc(C(=O)O)c(C(=O)Nc2nc3ccccc3s2)c1,1,-1,-0.1,4,-1,-5,33,2,-6,-7
CCSc1ncnc2c1oc1ccccc12,8,5,-0.4,-1,1,3,1,1,0,-11
Cc1ccc(NC(=O)c2c(-c3ccccc3Cl)noc2C)nc1,1,5,-0.9,-3,-1,5,-1,1,4,6
N[C@H]1C(O)O[C@H](CO)[C@@H](O)[C@@H]1O (stereo partly drawn),3,-7,-1.8,0,2,1,-1,-2,-4,-1
C[C@@H]1CN([C@@H](C)CO)C(=O)c2cc(NS(=O)(=O)c3ccc(Cl)cc3)ccc2O[C@H]1CN(C)Cc1ccncc1,-3,-1,-3.0,1,-4,1,-5,-1,-2,-2
CCCC(=O)n1nc(-c2cccnc2)nc1NCc1ccc(OC)cc1,0,2,0.9,1,-3,5,2,6,1,-7
COc1ccc(-n2c(-c3ccco3)nc3c(cnn3-c3ccc(C)cc3)c2=O)cc1,-2,-1,-1.6,7,1,-1,-3,-1,0,-3
Cn1c(CC(=O)Nc2ccccc2)nnc1SCCOc1ccccc1,7,-4,0.0,-4,-4,3,4,1,4,1
COc1ccc(NC(=S)N(CCc2nc3cc(C)c(C)cc3[nH]2)Cc2cccnc2)cc1,-2,-2,1.0,-3,0,-4,-10,2,0,4
Cc1ccc(-n2nc(C(=O)O)c(O)cc2=O)cc1,1,4,-0.5,0,1,1,7,3,-2,6
Cc1ccc(N(C(=O)c2csnn2)C(C(=O)NC(C)(C)C)c2cccnc2)cc1 (stereo not drawn),1,2,0.0,1,-4,1,1,0,1,3
COc1ccc(O)c(CN2CCCC(N3CCc4ccccc4C3)C2)c1 (stereo not drawn),0,2,-0.1,3,-4,-1,2,0,2,-5
C/C(=N\O)C(=O)NCCN(C)C,-2,-3,0.1,0,2,1,1,5,4,11
OCCNc1nc(N2CCCCC2)nc2ccccc12,-4,4,-1.5,3,0,-1,9,2,0,4
COc1ccc(C)cc1NC(=O)CSc1nnc2ccc(-c3ccncc3)nn12,-8,3,-1.3,-6,2,1,4,-1,4,-1
Cc1nc2ccccn2c1P(=O)(c1ccccc1)c1ccccc1,x,5,x,3,x,-2,x,2,-8,0
Cc1nonc1NCn1nnc2ccccc21,-6,-4,2.1,2,-4,-1,-2,0,3,-1
Cc1cc(=O)[nH]c(SCC(N)=O)c1C#N,6,-5,-2.6,0,0,0,-2,-4,-6,2
CCOC(=O)[C@]12CCC=C1N(Cc1ccc(Cl)cc1Cl)C(=O)[C@H](CC(=O)NCc1ccc(OC)c(OC)c1)C2,-4,-1,0.1,9,7,-3,x,0,-2,-12
CCN(CC)C(=O)CC[C@H]1CC[C@]2(CCCN(C3CCCCC3)C2)O1,x,0,x,0,3,0,x,3,-5,0
COc1cc(NC(=O)c2cc(-c3ccc(C)cc3)on2)cc(OC)c1OC,-5,4,-0.5,-3,8,5,-3,1,-2,6
NNc1nc2sc3c(c2c(=O)[nH]1)CCc1ccccc1-3,8,-7,-0.1,6,44*,61*,23,1,-12,58*
CC(C)OC(=O)C1C2C=CC3(CN(CC4CCCO4)C(=O)C13)O2 (stereo not drawn),4,5,0.4,1,2,-3,-5,-2,7,-4
COn1c(=O)c(-c2cccc(Br)c2)[n+]([O-])c2ccccc21,0,5,-0.8,0,-1,6,-8,0,-4,7
COc1ccccc1N1CCN(C(=O)c2ccc(S(=O)(=O)N3CCCCCC3)cc2)CC1,-4,-5,-4.0,8,-9,-2,-9,-2,4,9
COc1ccc(CN(CCO)CCO)cc1[N+](=O)[O-],-2,-5,-0.5,-1,-2,3,3,3,0,9
O=C(NCc1ccccn1)C(=O)NN=C1CCCCCCCCCCC1,-1,2,-1.0,-5,-3,5,-3,2,-2,0
CN1CCN(c2nc(-c3ccc(Br)cc3)nnc2-c2ccccc2)CC1,1,0,-1.1,-2,1,1,-10,-2,x,-11
CCCc1nnc(SCC(=O)Nc2ccccc2F)o1,4,0,-1.3,-4,0,1,1,-1,8,9

# Three entries out of the list above, arranged by the number in HTRA1 inh, largest number first:
Molecule	TCR CD3 inh	MBD2 DNA inh	PG9 binder	LEDGF integ inh	PRMT1 inh	HTRA1 inh	Rev-erbA mod
O=C(NCc1ccccn1)C(=O)NN=C1CCCCCCCCCCC1	-1	2	-1.0	-5	5	-3	-2
CC(C)OC(=O)C1C2C=CC3(CN(CC4CCCO4)C(=O)C13)O2 (stereo not drawn)	4	5	0.4	1	-3	-5	7
COc1ccccc1N1CCN(C(=O)c2ccc(S(=O)(=O)N3CCCCCC3)cc2)CC1	-4	-5	-4.0	8	-2	-9	4

# Some values from the list:
# CCCc1nnc(SCC(=O)Nc2ccccc2F)o1 in PG9 binder → -1.3
# COc1ccccc1N1CCN(C(=O)c2ccc(S(=O)(=O)N3CCCCCC3)cc2)CC1 in PG9 binder → -4.0

# (listing goes on)
SMILES,TCR CD3 inh,MBD2 DNA inh,PG9 binder,LEDGF integ inh,rCAG binder,PRMT1 inh,HTRA1 inh,UHRF1 MBD2 ctr,Rev-erbA mod,mABHD4 FP
Cc1c(NC(=O)c2ccc(Br)o2)cccc1C(=O)O,4,-2,0.5,-1,-1,-1,1,-2,-2,-1
Cc1cc(=O)oc2cc(NC(=O)C(CCCN=C(N)N)NC(=O)OCc3ccccc3)ccc12 (stereo not drawn),4,-1,-0.9,-1,19,2,-6,-2,5,8
Cc1cc(O)ccc1NC(=O)c1ccccc1,4,3,0.0,3,-1,-4,-6,-1,-5,-2
CC1(C(=O)Nc2cccc(Oc3ccccc3)c2)Cc2c(-c3ccccc3)ccnc2O1 (stereo not drawn),-6,3,-1.4,-1,5,2,x,3,-2,-9
Cc1noc(C)c1C(=O)N(CC(=O)Nc1ccccc1Br)Cc1ccco1,-3,-4,-0.4,-1,-2,6,5,4,-5,3
O=C(NCc1ccccc1)C1CCCN(S(=O)(=O)c2cccnc2)C1 (stereo not drawn),-3,3,-0.9,1,-4,-1,-5,3,-1,-1
COc1cc(C(=O)Nc2ccc3c(c2)OCO3)ccc1OCc1c(C)noc1C,3,-8,-2.0,7,1,-4,3,-2,-7,1
Cc1cc(C(=O)COc2ccc(-c3nnco3)cc2)c(C)n1Cc1ccccc1,0,-5,-0.8,2,1,0,-25,0,5,-5
CCN(CC)S(=O)(=O)c1cc(OC)c(C)cc1C,3,-1,-1.6,-9,-2,6,2,2,8,1
O=C(c1ccc(Cl)cc1)C1CCCN(Cc2cnn(-c3ccccc3)c2)C1 (stereo not drawn),2,-5,-0.5,-2,-9,1,-14,1,-4,1
COC(=O)[C@H](CC(C)C)N(Cc1ccccc1)S(=O)(=O)N(Cc1ccccc1)[C@@H](CC(C)C)C(=O)OC,-1,3,-1.5,-3,1,3,-3,6,-4,-1
O=C(NCc1ccccn1)C1CCCN(S(=O)(=O)c2ccccc2)C1 (stereo not drawn),1,2,2.2,0,-2,-2,3,0,1,2
O=S(=O)(c1ccc(F)c(F)c1F)N1CCN(C(=S)Nc2ccccc2)CC1,4,-2,-1.4,0,4,-2,-5,-2,2,6
CCOC(=O)c1cnc(-n2nc(C)cc2C)nc1NC1CCCCC1,11,-3,-1.7,10,-8,-3,17,-3,-1,1
CCOc1ccc(C2=C/C(=C/c3cccnc3)C(=O)O2)cc1,-3,-4,-3.2,4,11,5,-9,2,-3,4
C=CCSc1nnc(NC(=O)CSc2nc(CCC)cc(=O)[nH]2)s1,3,-4,-0.8,-3,15,-2,-4,-1,1,-2
COC(=O)c1cccc(CSC(=S)N2CCCC2)c1,-6,8,0.8,8,-2,1,-10,2,-3,-18
O=C(N=C1SC2CS(=O)(=O)CC2N1c1cccc(Cl)c1Cl)C1CC1 (stereo not drawn),3,-3,-0.4,2,1,-3,-7,0,0,-2
NC(=O)C1CCN(C(=O)CCC(=O)N2CCOc3ccc(Cl)cc32)CC1,-5,6,-0.2,-1,-1,5,1,3,3,-12
Cc1cc(C)n2c(NC3CCCCC3)c(CC(C)C)nc2n1,-5,1,-1.6,-10,4,2,x,-2,5,-1
Cc1ccccc1CS(=O)(=O)Cc1ccc(C(=O)N2CCOCC2)o1,-1,-4,-1.9,2,-1,-1,11,-2,2,-17
Cc1nn(-c2ccccc2)c(C)c1/C=N/NC(=O)CSc1nc2ccccc2c(=O)n1-c1ccccc1,1,1,-0.9,2,5,2,-13,0,-4,-3
CCCn1c(=O)c(F)cn(Cc2ccc(OC)c([N+](=O)[O-])c2)c1=O,-11,-2,0.7,-1,0,-3,-1,4,-2,-7
Cn1c(N=Nc2ccccc2)nc2ccccc21,-5,-9,-8.3,12,0,0,1,8,4,-10
O=C(COC(=O)c1ccc([N+](=O)[O-])s1)NCc1ccc(F)cc1,9,2,-3.7,7,0,1,33,14,-2,-1
CS(=O)(=O)c1ccc(Cl)c(NC(=O)CCN2C(=O)NC3(CCCC3)C2=O)c1,-4,0,-0.5,-1,-1,4,2,2,-4,2
COCCCC1CCN(C(=O)C2CCC(=O)N(Cc3ccccc3F)C2)CC1 (stereo not drawn),4,-4,0.9,3,-10,0,-4,-2,-4,1
COc1ccc(OC)c(-n2c(C)ccc2-c2ccc(S(C)(=O)=O)cc2)c1,-6,1,1.3,0,-1,7,0,1,1,4
Cc1cccc(-c2nnc(-c3ccc(N)cc3)o2)c1,10,3,3.3,1,3,4,2,-7,-9,1
O=C(NC(NC1CCS(=O)(=O)C1)C(Cl)(Cl)Cl)c1cccc(Cl)c1 (stereo not drawn),5,-1,-0.2,-3,-6,-2,1,-2,2,-2
O=C(N/N=C/c1ccc2c(c1)OCO2)c1cccc(NC(=O)c2ccccc2Cl)c1,4,0,-3.0,0,5,-3,-38,-4,-6,-27
COc1cccc(NC(=O)C2(C)CCN2CC2CCCCC2)c1 (stereo not drawn),-1,1,1.5,-3,0,0,x,-1,4,-2
CCOC(=O)c1c(NC(=O)Cn2nc(C(F)(F)F)cc2C)sc2c1CCC2,-2,1,-1.5,4,1,-4,0,2,9,1
Cc1cc(C)c(NC(=O)Cc2ccc(-n3cccc3)cc2)c(C)c1,2,-1,0.1,5,2,0,-5,-1,-3,-3
Cn1nnnc1NCc1ccc(Cl)cc1,5,-4,0.7,5,-1,-6,2,-3,8,-2
O=C(NCCCN1CCC(Cc2ccccc2)CC1)C1CCC(=O)N1C1CCCC1 (stereo not drawn),4,-5,0.9,0,1,-4,2,-5,3,-5
COC(=O)/C(C#N)=C/N(C)C,-2,-1,1.4,-6,-2,2,-3,3,-2,5

# From PubChem BioAssay

# An excerpt; the hit share may differ from the screen's.
